# High-throughput results deposited in PubChem BioAssay by several laboratories.
# NS5 inhibitors: Dengue-2 NS5 methyltransferase inhibitors, primary screen, biochemical, confirmation dose response (AID 588689) | Dengue-2 NS5 methyltransferase capping enzyme assay, biochemical; higher % means a stronger effect | inhibition, % at 25 µM; hits with a dose series show IC50 in µM | hit rate 0.3% among 340,000 | Genome polyprotein (Dengue virus type 2 (strain 16681-PDK53)); in the data active = a potency from the dose series; inconclusive = inhibition above about 29% without an active follow-up result
# West Nile virus CPE: West Nile virus antiviral activity, cell-based, CPE readout (AID 1621); West Nile virus-infected cells, CPE inhibition; higher % means a stronger effect; CPE inhibition, % at 10 µM; hits with a dose series show IC50 in µM; hit rate 0.02% among 290,000; in the data active = a potency from the dose series; inconclusive = CPE inhibition mostly from about 3.7% at the one dose, without a potency; inactive = the rest, 99 in 100 with CPE inhibition below about 2.2%; also: strong numbers were not always called active
# Rac1 GTP hydrolysis: MgcRacGAP GTPase-activating activity inhibitors, confirmation, biochemical, ADP Hunter fluorescence; Rac GTPase-activating protein 1 (Homo sapiens); MgcRacGAP-stimulated Rac1 GTP hydrolysis, ADP Hunter fluorescence; higher % means a stronger effect; GST-tagged Rac1 F28L mutant substrate; inhibition, % at 30 µM; hits with a dose series show IC50 in µM; hit rate 0.6% among 340,000; AID 624330, 2012;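 active = first-screen hits whose inhibition reached a set limit at any dose in the follow-up dose series; inconclusive = inhibition above the set first-screen limit but never retested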;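 also: fluorescence reports GDP produced by GAP-driven GTP hydrolysis; strong numbers were not always called active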
# GPR35 arrestin U2OS: GPR35 antagonists blocking zaprinast-driven arrestin recruitment, primary screen, imaging, U2OS, beta-arrestin-GFP, zaprinast agonist (AID 2058) | G-protein coupled receptor 35 (Homo sapiens) | U2OS GPR35 beta-arrestin-GFP translocation imaging, zaprinast antagonism; higher % means a stronger effect | one-dose inhibition, % at 10 µM; IC50 in µM for titrated hits | hit rate 0.052% among 290,000;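 active = inhibition of at least 50% with at least 30 cells and total cytoplasm GFP at most 10,000,000; inconclusive = under 30 cells or total GFP of 10,000,000 plus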
# CSM14.1 death rescue: rescue of cells from ER stress-induced death, primary screen, 384-well, CSM14.1, thapsigargin, ATP luminescence (AID 1222) | one-dose cellular ATP content (survival), % at 20 µM; EC50 in µM for titrated hits | 190,000 tested, under 10 active | CSM14.1 thapsigargin-induced death rescue, ATP luminescence; higher % means a stronger effect;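 active = EC50 below 50 µM in the dose-response confirmation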;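 also: death triggered by thapsigargin at about 15 µM added after 2 h compound pretreatment; cell ATP read after overnight thapsigargin exposure of roughly 18 to 22 hours; normalized against plate controls of thapsigargin alone and 5% DMSO vehicle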
# SV40 large T antigen: SV40 large T antigen inhibitors, biochemical (AID 1903) | SV40 large T antigen ATPase/helicase inhibition assay; higher % means a stronger effect | inhibition, % at 20 µM, or IC50 in µM where a hit was titrated | hit rate 0.39% among 310,000; in the data active = a potency from the dose series; inconclusive = inhibition mostly from about 32% at the one dose, without a potency; inactive = the rest, 99 in 100 with inhibition below about 32%; also: strong numbers were not always called active
# RSV antiviral HEp-2: RSV antiviral activity via CPE protection, HEp-2 cells, primary 10 µM value included (AID 2391). HEp-2 cells, RSV-induced CPE inhibition; higher % means a stronger effect. hit rate 0.13% among 310,000. one-dose CPE inhibition, % at 10 µM; IC50 in µM for titrated hits; in the data active = a potency from the dose series; inconclusive = CPE inhibition mostly from about 23% at the one dose, without a potency; inactive = the rest, 99 in 100 with CPE inhibition below about 21%; also: strong numbers were not always called active
# LYP phosphatase: inhibitors of LYP phosphatase, biochemical, fluorescence intensity, uHTS (AID 1779). Tyrosine-protein phosphatase non-receptor type 22 (Homo sapiens). recombinant LYP phosphatase, fluorescence intensity; higher % means a stronger effect. inhibition, % at 11.5 µM; hits with a dose series show IC50 in µM. hit rate 0.054% among 290,000; in the data active = inhibition above about 50%;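 also: plate controls were vehicle with enzyme for no effect and no enzyme for full effect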
# PhoP inhibition: inhibitors of PhoP regulon expression, primary screen, Salmonella Typhimurium, GFP reporter (AID 1863); S. Typhimurium PhoP-regulated promoter GFP reporter, 4 h; higher % means a stronger effect; hit rate 0.16% among 300,000; one-dose inhibition, % at 50 µM; IC50 in µM for titrated hits;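 active = inhibition over 29.93%, a cutoff 3 SD above the screen mean, later confirmed by dose response; inconclusive = inhibition over 29.93% but no dose response follow-up; inactive = inhibition at most 29.93% or unconfirmed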;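 also: 0% = low Mg2+ inducing control and 100% = high Mg2+ repressing control; strong numbers were not always called active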
# NS5 inhibitors pilot replicate: second read-out of NS5 inhibitors, no call of its own (marks repeat the call); inhibition, %; measured here: pilot screen replicate inhibition
# The depositor's hits bear a star; ? = inconclusive; / = not tested or not shown.
SMILES,NS5 inhibitors,West Nile virus CPE,Rac1 GTP hydrolysis,GPR35 arrestin U2OS,CSM14.1 death rescue,SV40 large T antigen,RSV antiviral HEp-2,LYP phosphatase,PhoP inhibition,others
O=C(NCCCN1CCCC1=O)c1ccc2c(=O)n(-c3ccc(F)cc3)c(=S)[nH]c2c1,/,0.3%,/,30%,-0.3%,-2%,-2.0%,6%,-10%,
O=C1/C(=C/c2ccccn2)SC(=S)N1c1ccc(O)cc1,-2%,-0.8%,15%,-2%,/,19%,5.0%,-2%,-9%,
CCOc1ccc(N2C(=O)CC(NNc3nc4ccccc4s3)C2=O)cc1 (stereo not drawn),3%,0.0%,4%,5%,/,5%,/,-6%,-1%,
CCC(CO)Nc1ncc([N+](=O)[O-])cc1C#N (stereo not drawn),4%,0.1%,-1%,3%,-0.3%,16%,0.0%,-11%,5%,
Cc1cccc(N2CCN(Cc3nc(-c4cccc(Oc5ccccc5)c4)oc3C)CC2)n1,-6%,-1.4%,4%,12%,9.9%,2%,7.8%,-3%,7%,
O=c1c(N2CCOCC2)c(N2CCOCC2)c1=O,-4%,-0.1%,7%,-12%,/,15%,-0.7%,-6%,0%,
COc1ccc(C2C(C(=O)Nc3cc(C)on3)c3ccccc3C(=O)N2C)cc1 (stereo not drawn),-15%,-0.8%,5%,3%,-0.2%,23%,0.4%,-5%,-1%,
Cn1c[n+](C)cc1/C=N/O,7%,0.3%,4%,-2%,1.9%,3%,2.1%,-4%,-6%,
CC(NCCN(C)C)C(=O)C12CC3CC(CC(C3)C1)C2 (stereo not drawn),-3%,1.3%,6%,4%,/,9%,-0.3%,-1%,-1%,
CC1CCCC(C)N1/N=C/c1ccccc1Br (stereo not drawn),-8%,0.9%,/,-2%,/,4%,3.4%,4%,-3%,
CCCCN(C)C(=O)Cc1c(OC)ccc2cc(Br)ccc12,-5%,-1.9%,11%,-6%,-0.5%,17%,13%,4%,-2%,
COc1ccc(N(C(=O)c2cnccn2)C(C(=O)NC2CCCCC2)c2cc(OC)c(OC)c(OC)c2)cc1 (stereo not drawn),-15%,-0.3%,2%,5%,/,7%,2.6%,-4%,4%,
CCCNC(=O)c1ccc2c(=O)n3c(-c4ccc(C)cc4)csc3nc2c1,2%,-0.1%,11%,11%,/,11%,1.0%,-5%,-9%,
Cc1ccc(S(=O)(=O)N(c2ccccc2)C2CCS(=O)(=O)C2)cc1 (stereo not drawn),-5%,0.0%,7%,-5%,0.1%,6%,0.6%,-2%,12%,
O=C(Nc1cc(C(F)(F)F)ccc1N1CCCCC1)c1ccco1,-1%,-0.1%,8%,8%,-2.7%,10%,0.8%,3%,-7%,
CC(=O)c1ccc(OCC(=O)NCC2(N3CCCCC3)CCCCC2)cc1,-5%,-0.2%,13%,7%,/,9%,-0.3%,-2%,-14%,
Cc1ccc(N(CCC#N)C(=O)COC(=O)c2ccccn2)cc1,-6%,-0.1%,3%,-13%,/,6%,0.9%,-8%,7%,
Cc1ccc(N(CC(=O)NC2CCCC2)C(=O)c2nsc(Cl)c2Cl)cc1,-2%,-1.5%,3%,6%,/,7%,1.1%,-3%,-2%,
CC(C)(C)c1ccc(/C=N/NC(=O)CN2CCS(=O)(=O)CC2)cc1,0%,-0.6%,3%,7%,/,8%,1.2%,-4%,0%,
C/C(=N\NC(=O)c1nc2ccccn2c1C)c1ccc2c(c1)OCO2,-4%,-0.1%,-2%,11%,0.9%,3%,4.7%,-13%,1%,
CN(C)S(=O)(=O)c1cccc(-c2nnc(SCc3cc(Cl)cc4c3OCOC4)n2N)c1,-14%,-0.2%,13%,-3%,2.7%,4%,3.1%,2%,3%,
O=S(=O)(c1cccc2ccccc12)n1nnc2ccccc21,/,0.1%,/,-12%,-3.5%,11%,0.7%,-6%,26%,
CC(C)C[C@@H](CSc1ccccc1)N1CCN(CCc2ccccc2)CCC1=O,-4%,-1.2%,-2%,-4%,/,8%,-1.7%,4%,3%,
Cc1ccc(Cl)cc1NC(=O)Cn1cc2c(n1)CCCC2,-3%,-0.7%,2%,5%,-0.5%,-2%,1.8%,-9%,-3%,
CCn1c(SCC(=O)N2CC(=O)Nc3ccccc32)nnc1-c1ccoc1C,0%,/,9%,9%,-0.6%,5%,4.1%,-2%,10%,

# 7 entries drawn at random from those above, as already listed:
SMILES,NS5 inhibitors,West Nile virus CPE,Rac1 GTP hydrolysis,GPR35 arrestin U2OS,CSM14.1 death rescue,SV40 large T antigen,RSV antiviral HEp-2,LYP phosphatase,PhoP inhibition,others
Cc1ccc(Cl)cc1NC(=O)Cn1cc2c(n1)CCCC2,-3%,-0.7%,2%,5%,-0.5%,-2%,1.8%,-9%,-3%,
Cc1cccc(N2CCN(Cc3nc(-c4cccc(Oc5ccccc5)c4)oc3C)CC2)n1,-6%,-1.4%,4%,12%,9.9%,2%,7.8%,-3%,7%,
COc1ccc(N(C(=O)c2cnccn2)C(C(=O)NC2CCCCC2)c2cc(OC)c(OC)c(OC)c2)cc1 (stereo not drawn),-15%,-0.3%,2%,5%,/,7%,2.6%,-4%,4%,
O=S(=O)(c1cccc2ccccc12)n1nnc2ccccc21,/,0.1%,/,-12%,-3.5%,11%,0.7%,-6%,26%,
Cc1ccc(N(CCC#N)C(=O)COC(=O)c2ccccn2)cc1,-6%,-0.1%,3%,-13%,/,6%,0.9%,-8%,7%,
O=C(NCCCN1CCCC1=O)c1ccc2c(=O)n(-c3ccc(F)cc3)c(=S)[nH]c2c1,/,0.3%,/,30%,-0.3%,-2%,-2.0%,6%,-10%,
O=C1/C(=C/c2ccccn2)SC(=S)N1c1ccc(O)cc1,-2%,-0.8%,15%,-2%,/,19%,5.0%,-2%,-9%,

# The list goes on.
SMILES,NS5 inhibitors,West Nile virus CPE,Rac1 GTP hydrolysis,GPR35 arrestin U2OS,CSM14.1 death rescue,SV40 large T antigen,RSV antiviral HEp-2,LYP phosphatase,PhoP inhibition,others
O=C(O)C(Cc1ccc(O)cc1)N1C(=O)C2CCCCC2C1=O (stereo not drawn),-13%,3.1%,-2%,-2%,/,6%,-0.5%,-7%,1%,
Cc1ccc(SCc2[nH]nc3c2C2(C(=O)N(C)c4ccccc42)C(C#N)=C(N)O3)cc1 (stereo not drawn),6%,0.5%,8%,2%,1.1%,10%,1.1%,1%,2%,
O=C(O)C1CCCN(S(=O)(=O)c2ccc(-c3ccc(=O)[nH]n3)s2)C1 (stereo not drawn),-4%,0.0%,4%,-6%,/,5%,-0.5%,-5%,5%,
O=C(CSc1ccc(-c2ccncc2)nn1)N1CCN(c2ccccc2)CC1,-2%,-0.3%,6%,0%,-2.0%,22%,19%,-6%,-8%,
COc1cccc(CN2CCN(Cc3nc(-c4cccc(F)c4F)oc3C)CC2=O)c1,-21%,-0.6%,6%,4%,2.4%,5%,2.1%,-3%,-9%,
O=C(O)CCC(=O)NC(c1ccccc1)c1ccccc1,-7%,0.1%,5%,-1%,-1.3%,6%,3.9%,-4%,6%,
Nc1n[nH]c(N)c1N=Nc1ccccc1F,8%,-0.6%,3%,3%,/,31%,3.3%,-3%,-3%,
Nc1c(Cl)ncnc1N/N=C/c1ccc(O)cc1,2%,0.3%,17µM*,-8%,/,10%,0.4%,-2%,0%,
Nc1scc2c(C(=O)N/N=C/c3ccc(Cl)cc3)nn(-c3ccccc3)c(=O)c12,71µM*,0.3%,23%,-4%,-1.2%,?,0.1%,3%,7%,
Cc1cccc(NC(=O)CN2CCOCC2)c1C,-7%,-0.1%,-2%,-2%,/,2%,-0.5%,-10%,10%,NS5 inhibitors pilot replicate=-3.3
Cc1ccc(S(=O)(=O)n2c(CN3CCCC(C)C3)nc3ccccc32)cc1 (stereo not drawn),-3%,-1.0%,-4%,12%,0.8%,-6%,19%,-6%,-8%,
CC(=O)Nc1ccc(N=c2cc([N+](=O)[O-])cc(Cl)n2O)cc1,-8%,-1.1%,9%,-3%,/,11%,-0.4%,-4%,7%,
NS(=O)(=O)c1ccc(CCNC(=O)CCCn2c(SCC(=O)N3CCCC3)nc3ccsc3c2=O)cc1,-7%,-0.1%,2%,-12%,0.3%,-1%,0.3%,-7%,-11%,
O=C1c2ccccc2NC(c2ccccc2Cl)N1N=C1CCCCCC1 (stereo not drawn),-1%,0.0%,-6%,-1%,-3.2%,11%,2.7%,1%,-9%,
COc1cc2c(cc1OC)C(C(=O)N1CCOCC1)C(c1cccs1)N(C)C2=O (stereo not drawn),-6%,0.0%,3%,3%,-4.5%,8%,4.3%,-9%,-2%,
O=C(c1ccccc1)c1ccc(OC(=O)N2CCCC2)cc1,2%,-0.1%,6%,-14%,0.9%,-2%,3.1%,4%,4%,
CC(C)(C#N)Cc1cc(CC(C)(C)C#N)cc(C(C)(C)C)c1,-7%,-1.0%,10%,0%,/,27%,-1.9%,-7%,-12%,
Cn1c(=O)c2c(nc(SCc3ccc(C(=O)O)cc3)n2C)n(C)c1=O,-3%,0.4%,7%,8%,/,5%,2.6%,-5%,9%,
CC1(C)CC(=O)c2cc(OCC(=O)N3CCN(c4ccccc4F)CC3)ccc2O1,-11%,-0.6%,9%,8%,-2.6%,11%,21%,5%,13%,
COc1cccc(CN=CC2=C(O)CC(C)(C)CC2=O)c1OC,-5%,-0.5%,0%,3%,-0.1%,1%,2.4%,0%,4%,
c1ccc(-c2ccccc2OCCN2CCCC2)cc1,3%,-0.3%,?,4%,/,9%,0.1%,-3%,6%,

# An excerpt from above in order of molecular weight, ascending.
SMILES,NS5 inhibitors,West Nile virus CPE,Rac1 GTP hydrolysis,GPR35 arrestin U2OS,CSM14.1 death rescue,SV40 large T antigen,RSV antiviral HEp-2,LYP phosphatase,PhoP inhibition,others
Cc1cccc(NC(=O)CN2CCOCC2)c1C,-7%,-0.1%,-2%,-2%,/,2%,-0.5%,-10%,10%,NS5 inhibitors pilot replicate=-3.3
CC(C)(C#N)Cc1cc(CC(C)(C)C#N)cc(C(C)(C)C)c1,-7%,-1.0%,10%,0%,/,27%,-1.9%,-7%,-12%,
O=C(O)C(Cc1ccc(O)cc1)N1C(=O)C2CCCCC2C1=O (stereo not drawn),-13%,3.1%,-2%,-2%,/,6%,-0.5%,-7%,1%,

# Random draw from the library; 1.5% or so of the library scored in one or more.
